Bioassay records as filed in PubChem.
M. tuberculosis – growth inhibition of non-replicating M. tuberculosis (AID 488890). Mycobacterium tuberculosis non-replicating, growth inhibition; higher % means a stronger effect. inhibition, % at 25 µM, or IC50 in µM where a hit was titrated. 320,000 compounds, 0.39% hits; in the data active = a potency from the dose series; inconclusive = inhibition mostly from about 82% at the one dose, without a potency; inactive = the rest, 99 in 100 with inhibition below about 76%;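 note: plate controls were DMSO cells for no effect and high antibiotic wells for full effect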
M. tuberculosis HTS – M. tuberculosis growth inhibition, HTS (AID 449762) | M. tuberculosis H37Rv growth inhibition, 7H9 media; higher % means a stronger effect | inhibition, % at 25 µM; hits with a dose series show IC50 in µM | 330,000 compounds, 0.59% hits; in the data active = a potency from the dose series; inconclusive = inhibition above about 70% without an active follow-up result;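 note: bacterial growth assessed after seven days of incubation; strong numbers were not always called active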
VEEV TC-83 Vero – inhibitors of VEEV TC-83 cytopathic effect, confirmation, Vero cells (AID 588727) | Vero cells, VEEV TC-83 cytopathic effect inhibition; higher % means a stronger effect | inhibition, % at 20 µM, or IC50 in µM where a hit was titrated | 350,000 compounds, 0.13% hits; in the data active = a potency from the dose series; inconclusive = inhibition mostly from about 14% at the one dose, without a potency; inactive = the rest, 99 in 100 with inhibition below about 12%; note: strong numbers were not always called active
Salmonella PhoP GFP – Inhibition of PhoP regulon, Salmonella typhi GFP reporter cells, confirmation, 4 h (AID 1850); Salmonella Typhi PhoP-promoter GFP reporter, fluorescence, 4 h; higher % means a stronger effect; inhibition, % at 50 µM, or IC50 in µM where a hit was titrated; 310,000 compounds, 0.33% hits; in the data active = a potency from the dose series; inconclusive = inhibition mostly from about 25% at the one dose, without a potency; inactive = the rest, 99 in 100 with inhibition below about 19%;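 note: 0% = induced wells with vehicle and 100% = uninduced wells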
H1N1 NS1A inhibition – H1N1 influenza NS1A inhibitors, functional cell based assay (AID 504329); NS1A functional cell-based assay, percent inhibition; higher % means a stronger effect; inhibition, % at 12.5 µM, or IC50 in µM where a hit was titrated; 340,000 compounds, 0.3% hits; in the data active = a potency from the dose series; inconclusive = inhibition above about 27% without an active follow-up result; note: strong numbers were not always called active
VEEV TC-83 Vero 10K pilot screen – recorded beside VEEV TC-83 Vero, whose call it bears; inhibition, %; measured here: 10K pilot screen inhibition
* marks the source's active call; other numbers are inactive results; i = inactive; ? = inconclusive; / = not tested or not shown. Compounds as they come, and some 1.5% of all compounds hit somewhere here.

SMILES	M. tuberculosis	M. tuberculosis HTS	VEEV TC-83 Vero	Salmonella PhoP GFP	H1N1 NS1A inhibition	others
Cn1c(=O)c(C(N)=S)cn(-c2ccccc2)c1=O	-6.7%	2.1%	0.2%	2.9%	-21.9%
CCOC(=O)c1cc(-c2nnc(SCC(=O)Nc3ccc(F)cc3)o2)c(C)nc1C	8.7%	1.2%	6.8%	2.4%	-1.2%
COc1ccccc1N1CCN(C(=O)CSc2ccc3c(C)cc(C)nc3n2)CC1	31.7%	7.0%	0.6%	-11.8%	21.2%
COC(=O)c1cc(NC(=O)CN2C(=O)CSC2=O)ccc1Cl	3.1%	-6.5%	3.7%	4.2%	-2.4%
CN1CCN(C(=O)C2=C[C@H](c3ccc(C(F)(F)F)cc3)C[C@H](OCCCCO)O2)CC1	-0.5%	1.6%	1.5%	4.0%	-0.6%
COc1ccc(CCNC2CCN(C)CC2)cc1OC	5.2%	-3.1%	4.2%	-5.0%	0.1%
CCOC(=O)C1(CCc2ccccc2)CCN(C2Cc3ccccc3C2)CC1	-11.2%	?	i	-2.4%	-0.1%
CCC1=NC(c2ccccc2)N(O)C1(C)C (stereo unspecified)	0.5%	-0.7%	1.1%	1.1%	0.7%
Cc1nc(N2CCOCC2)c2c(C)c(C(=O)Nc3ccc(F)cc3Cl)sc2n1	-9.9%	9.0%	1.0%	8.9%	-3.6%
COc1ccc(N2C(=O)C(O)C2c2ccc(C)cc2)cc1 (stereo unspecified)	16.9%	-2.7%	1.2%	7.7%	-1.6%
Oc1ccc(C[C@H]2CNC(=S)N2CC2CCCN2C[C@H](Cc2ccc(O)cc2)N2C[C@H](Cc3ccc(O)cc3)N(CC3CCCCC3)C2=S)cc1 (stereo partly specified)	/	/	?	/	3.0%
CCOC(=O)Cn1c(=O)c(F)cn(Cc2ccc(OC)c([N+](=O)[O-])c2)c1=O	9.2%	-1.9%	0.8%	-1.1%	-4.9%
CCOC(=O)NC(NC(=S)Nc1ccccc1[N+](=O)[O-])C(Cl)(Cl)Cl (stereo unspecified)	26.1%	-0.9%	0.2%	2.0%	3.6%
O=C(NNC(=O)C12CC3CC(CC(C3)C1)C2)c1ccccc1[N+](=O)[O-]	-2.0%	-4.9%	1.5%	7.5%	2.2%
CCC1COC(c2cccn2Cc2ccc(Cl)cc2)=N1 (stereo unspecified)	69.7%	19.8%	0.3%	1.6%	-3.4%
Cc1ccc(C2CCN(C(=O)Nc3ccc(F)cc3)C2)cc1 (stereo unspecified)	68.6%	2.4%	0.7%	-10.9%	-9.8%
CCc1ccccc1NC1=NCC(=O)N1C1CCCCC1	22.6%	1.2%	0.8%	2.1%	-1.5%
CSCCC1NC(=O)N(CC(=O)Nc2ccc(N3CCCCC3)cc2)C1=O (stereo unspecified)	1.8%	6.2%	1.4%	4.9%	1.7%
COC(=O)C1=C(c2cc3ccccc3s2)C[C@@H]2CC[C@H]1N2C(=O)NCCO	-22.4%	2.7%	i	-23.7%	7.1%
CCC(C)[C@H](NC(=O)N1CCCCCC1)C(=O)OC (stereo partly specified)	-4.0%	3.3%	2.2%	-0.7%	/
NS(=O)(=O)c1cccc(NC(=O)COC(=O)/C=C/c2nc3ccccc3s2)c1	36.0%	2.3%	0.7%	/	7.8%
CCn1c(/C=C/c2c(C)[nH]c3ccccc23)nc2ccccc2c1=O	0.4%	6.3%	0.3%	-5.0%	-0.7%
Cc1ccc([N+](=O)[O-])cc1NC(=O)Cc1cccs1	-4.6%	-2.6%	i	-12.3%	-1.4%
COc1ccc2cnnc(SCC(=O)Nc3ccccc3)c2c1OC	4.7%	-1.8%	0.5%	-11.4%	1.8%
CCCCOCCCNC(=O)c1ccc(OC)cc1	25.2%	-3.7%	1.8%	5.6%	-29.4%
Following part:
SMILES	M. tuberculosis	M. tuberculosis HTS	VEEV TC-83 Vero	Salmonella PhoP GFP	H1N1 NS1A inhibition	others
Cn1c(=O)oc2cc(S(=O)(=O)N3CCCc4ccccc43)ccc21	-20.1%	6.8%	0.3%	8.3%	-1.2%
C=CCn1c(=O)n(CCC#N)c(=O)n(CCC#N)c1=O	-3.9%	-8.4%	i	6.3%	-5.4%
CCC(C)(C)NC(=O)c1cc(S(=O)(=O)N2CCc3ccccc32)cn1C	-5.9%	-14.9%	i	-4.5%	0.0%	VEEV TC-83 Vero 10K pilot screen=0.5
CN(Cc1ccccc1)S(=O)(=O)c1ccc2c(c1)OCCO2	15.2%	-0.4%	0.0%	-2.2%	-0.9%	VEEV TC-83 Vero 10K pilot screen=5.3
NC(=O)c1ccc(NC(=O)COC(=O)/C=C/c2ccc(Br)o2)cc1	-6.0%	-0.1%	i	/	-8.9%
COc1cc(C(c2c(O)cc(C)[nH]c2=O)c2c(O)cc(C)[nH]c2=O)ccc1O	-19.4%	4.6%	1.1%	14.0%	-0.1%
O=C(c1ccc2nc[nH]c2c1)N1CCN(S(=O)(=O)c2cccc(Cl)c2)CC1	/	/	1.6%	/	11.7%
O=C(N1CCN(c2ncccn2)CC1)C12CC3CC(CC(C3)C1)C2	7.5%	-3.9%	4.8%	19.6%	-0.6%
COC(=O)[C@H](CCSC)NC(=O)NC1CCN(Cc2ccccc2)CC1	-4.9%	2.9%	0.9%	-5.0%	-18.9%
COc1ccc(OC)c(/C=C/C(=O)Nc2ccc3c(c2)CCC3)c1	2.6%	-5.1%	1.1%	-7.6%	20.7%
CCOCCCNC(=O)C(=O)NCCCOCC	-6.7%	-6.5%	0.9%	-3.8%	27.5%
Cc1ccc(C2C(C(N)=S)=C(N)OC3=C2C(=O)CC(C)(C)C3)cc1 (stereo unspecified)	9.1%	-0.4%	i	-0.8%	-0.9%
CCCN(C(=O)COc1ccc(C(C)=O)cc1OC)C1CCS(=O)(=O)C1 (stereo unspecified)	-14.7%	-3.0%	3.2%	/	-5.9%
C=C(C)Cn1c(CCCNC(=O)CCC)nc2ccccc21	-2.1%	-5.0%	i	2.7%	4.9%
O=C(CCc1c[nH]c2ccccc12)NCC(=O)Nc1ccc(F)c(F)c1F	16.4%	0.9%	1.2%	8.3%	2.5%
COC(=O)CSc1ccccc1C(=O)OC	4.8%	0.3%	1.0%	-2.5%	-0.4%
O=C(NCC1CCCO1)C1CCCCN1S(=O)(=O)c1ccc(F)cc1 (stereo unspecified)	8.3%	-2.4%	1.8%	1.3%	6.0%
CCOC(=O)C1CCN(C(=O)c2cc3cc(F)ccc3[nH]2)CC1	-2.1%	-4.9%	0.1%	4.2%	-17.1%
Cc1cc(NN)nc2ccc(Cl)cc12	7.5%	0.4%	2.1%	8.4%	6.2%
CCOC(=O)C1=C(COC(=O)C2CC(=O)N(CCc3ccccc3)C2)NC(=O)NC1C (stereo unspecified)	-0.4%	-3.4%	2.4%	/	-10.9%
CCOC(=O)c1[nH]c2c(c1-c1ccccc1)C(=O)CC(c1ccc(Cl)cc1)C2 (stereo unspecified)	10.5%	12.5%	0.4%	3.9%	-5.1%
Cc1ccc(C(=O)N2CCN(Cc3ccc4c(c3)OCO4)CC2)o1	?	-7.7%	0.8%	6.9%	2.8%
Cc1ccc(-c2nnc(N(C)C(=O)c3ccccn3)s2)cn1	-5.7%	1.3%	2.2%	-5.0%	1.6%
CC1(C)CCc2nc(SCc3ccccc3)c(C#N)cc2C1	12.0%	-1.3%	i	2.3%	-1.6%
CC(C)(C)OC(=O)NCCCC[C@H](NC(=O)c1nc[nH]c1C(=O)NCc1ccccc1)C(=O)OC(C)(C)C	63.9%	10.5%	7.5%	5.8%	-10.2%

As a short view, two of the compounds above:
SMILES	M. tuberculosis	M. tuberculosis HTS	VEEV TC-83 Vero	Salmonella PhoP GFP	H1N1 NS1A inhibition	others
CC1(C)CCc2nc(SCc3ccccc3)c(C#N)cc2C1	12.0%	-1.3%	i	2.3%	-1.6%
CC(C)(C)OC(=O)NCCCC[C@H](NC(=O)c1nc[nH]c1C(=O)NCc1ccccc1)C(=O)OC(C)(C)C	63.9%	10.5%	7.5%	5.8%	-10.2%

Next section:
SMILES	M. tuberculosis	M. tuberculosis HTS	VEEV TC-83 Vero	Salmonella PhoP GFP	H1N1 NS1A inhibition	others
Cc1cc(Br)c2nc3c(c(C(=O)O)c2c1)CCCCC3	1.4%	8.4%	0.1%	3.0%	5.8%
N#C/C(=C\c1ccc([N+](=O)[O-])o1)C(=O)Nc1ccc(F)cc1	?	?	?	8.5%	1.7%
CCOC(=O)C1=C(COC(=O)CNC(=O)c2ccccc2F)NC(=O)NC1C (stereo unspecified)	-7.3%	-8.1%	1.9%	-8.9%	-0.7%
Cc1cc(SCc2cccc(C(F)(F)F)c2)nc(=O)[nH]1	8.1%	-1.5%	0.2%	12.8%	0.5%
O=C(CN1c2cccc3cccc(c23)S1(=O)=O)NC1CCCCC1	2.2%	5.4%	2.5%	/	-6.3%
CCC(C(=O)NCc1ccco1)N(C(=O)CNS(=O)(=O)c1ccccc1)c1ccccc1C (stereo unspecified)	-10.4%	-1.6%	13.2%	7.5%	5.5%
CC1CCCC(C)N1C(=O)CNCc1ccc2c(c1)OCO2 (stereo unspecified)	-15.0%	1.9%	i	2.1%	-4.8%
N/C(Cn1cncn1)=N\NC(=O)c1ccc(Cl)cc1Cl	35.0%	0.1%	0.1%	1.3%	-5.1%	VEEV TC-83 Vero 10K pilot screen=1.3
CC(=O)c1cccc(CN2CCCC(CCC(=O)NCc3ccc(C)o3)C2)c1 (stereo unspecified)	-6.1%	-10.0%	0.7%	2.3%	-3.2%
COc1cc(C(=O)Oc2cccc(/C=N/NC(=O)c3cccnc3)c2)cc(OC)c1OC	21.6%	25.0%	6.0%	2.2%	1.4%
CN(C)S(=O)(=O)c1ccc(=S)[nH]c1	-4.5%	-10.2%	i	-14.5%	12.1%
COC(=O)Cn1c(=NC(=O)c2ccc(S(=O)(=O)N3CCOCC3)cc2)sc2cc(S(N)(=O)=O)ccc21	-9.7%	-3.0%	2.4%	-11.3%	-4.7%
CCC(=O)N1CCCc2cc(S(=O)(=O)N3CCN(c4ccccc4F)CC3)ccc21	15.6%	-2.7%	0.9%	-0.1%	-7.0%
Cc1ccc(CNC(=O)C2CCC(=O)N2Cc2ccc(F)cc2)cc1 (stereo unspecified)	-8.6%	5.8%	i	-1.1%	-27.3%
C[C@@]12C(=O)N(Cc3ccc(Cl)cc3)CC(=O)N1[C@H]1c3ccccc3OC[C@@H]1[C@@H]2c1ccccc1	31.8%	?	4.1%	/	-12.1%
COc1ccc(OC)c(NC(=O)N2CCCc3ccccc32)c1	10.7%	-0.2%	5.3%	-3.7%	-3.8%
CSc1ccccc1C(=O)Nc1ccccc1C(=O)NC(C)C	-14.6%	8.2%	1.1%	-1.6%	-1.3%
CC(NC(=O)CNC(=O)C1O[C@@H]2OC(C)(C)O[C@@H]2[C@H]2OC(C)(C)O[C@@H]12)C(=O)O (stereo partly specified)	5.5%	10.4%	i	-2.9%	-0.9%
N#CCN1CCC2(O)CCCCC2C1c1ccc2c(c1)OCO2 (stereo unspecified)	-0.1%	-6.7%	0.1%	15.0%	11.2%
Cn1c(=O)[nH]c(=O)c2c1nc(NCCCn1ccnc1)n2Cc1ccc(F)cc1	-5.3%	0.2%	1.0%	-12.5%	11.2%
O=S(=O)(c1cccc2nsnc12)N1CCN(Cc2ccccc2)CC1	-10.5%	0.2%	5.3%	0.0%	1.6%
CCc1occc(=O)c1Oc1cc(NN2CCCCC2)c([N+](=O)[O-])cc1[N+](=O)[O-]	26.4%	9.4%	1.2%	-1.1%	-24.8%
Cc1ccc(NC(=O)c2snnc2C)cc1Cl	12.2%	-4.6%	5.4%	0.2%	2.7%

Among those listed so far, these contain a nitro group on carbon:
SMILES	M. tuberculosis	M. tuberculosis HTS	VEEV TC-83 Vero	Salmonella PhoP GFP	H1N1 NS1A inhibition	others
CCOC(=O)Cn1c(=O)c(F)cn(Cc2ccc(OC)c([N+](=O)[O-])c2)c1=O	9.2%	-1.9%	0.8%	-1.1%	-4.9%
CCOC(=O)NC(NC(=S)Nc1ccccc1[N+](=O)[O-])C(Cl)(Cl)Cl (stereo unspecified)	26.1%	-0.9%	0.2%	2.0%	3.6%
O=C(NNC(=O)C12CC3CC(CC(C3)C1)C2)c1ccccc1[N+](=O)[O-]	-2.0%	-4.9%	1.5%	7.5%	2.2%
Cc1ccc([N+](=O)[O-])cc1NC(=O)Cc1cccs1	-4.6%	-2.6%	i	-12.3%	-1.4%
N#C/C(=C\c1ccc([N+](=O)[O-])o1)C(=O)Nc1ccc(F)cc1	?	?	?	8.5%	1.7%
CCc1occc(=O)c1Oc1cc(NN2CCCCC2)c([N+](=O)[O-])cc1[N+](=O)[O-]	26.4%	9.4%	1.2%	-1.1%	-24.8%
